# BCLXL inh – inhibitors of human Bcl-xL, primary screen, biochemical, fluorescence polarization, HTS | GST-Bcl-xL / FITC-Bim BH3 peptide fluorescence polarization | inhibition, % at 10.9 µM | 320,000 tested, 0.7% active;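 active = inhibition above the mean of all tested compounds plus 3 SD, cutoff set per campaign, cut at about 30% in these data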;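 also: 0% = DMSO wells and 100% = unlabeled Bim-BH3 peptide competitor; inhibitors lower millipolarization by displacing the labeled peptide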
# Target sequence (Q07817 whole entry, looked up): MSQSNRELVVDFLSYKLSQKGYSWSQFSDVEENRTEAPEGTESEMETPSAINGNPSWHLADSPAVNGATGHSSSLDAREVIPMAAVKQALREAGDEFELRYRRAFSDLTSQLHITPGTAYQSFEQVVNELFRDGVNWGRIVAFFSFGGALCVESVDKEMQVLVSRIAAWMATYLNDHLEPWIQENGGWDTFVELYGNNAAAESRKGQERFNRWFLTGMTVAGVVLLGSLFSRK
# MCL1-BIM inh – inhibitors of MCL1 binding to BIM-BH3, primary screen, biochemical, fluorescence polarization; Induced myeloid leukemia cell differentiation protein Mcl-1 (Homo sapiens), Q07820; GST-MCL1 / FITC-Bim-BH3 fluorescence polarization; inhibition, % at 10.9 µM; 320,000 tested, 0.68% active;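 active = inhibition above the mean inhibition of all tested compounds plus 3 SD, set per campaign, cut at about 40% in these data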;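 also: 0% = DMSO wells and 100% = unlabeled Bim-BH3 peptide control; higher means more loss of mP so more displacement of Bim peptide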
# Target sequence (Q07820 whole entry, looked up): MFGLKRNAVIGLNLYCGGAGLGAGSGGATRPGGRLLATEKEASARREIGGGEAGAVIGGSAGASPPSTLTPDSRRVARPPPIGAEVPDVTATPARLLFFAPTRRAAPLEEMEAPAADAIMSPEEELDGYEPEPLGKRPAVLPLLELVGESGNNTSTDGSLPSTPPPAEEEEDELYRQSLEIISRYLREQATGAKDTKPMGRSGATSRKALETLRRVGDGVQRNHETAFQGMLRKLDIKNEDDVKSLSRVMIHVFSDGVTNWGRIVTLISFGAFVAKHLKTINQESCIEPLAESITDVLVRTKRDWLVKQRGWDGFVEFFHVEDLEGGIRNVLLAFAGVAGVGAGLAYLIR
# GLD-1 TGE inh – GLD-1/TGE RNA complex disruptors, primary screen, biochemical, fluorescence polarization; Female germline-specific tumor suppressor gld-1 (Caenorhabditis elegans), Q17339; purified GLD-1 + fluorescein TGE RNA; inhibition, % at 5.96 µM; 320,000 tested, 0.44% active;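 active = percent inhibition above a per-plate cutoff, the plate mean of test compounds plus 3 SD, cut at about 30% in these data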;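 also: 0% = DMSO wells with GLD-1 and probe and 100% = wells lacking GLD-1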
# Target sequence (Q17339 whole entry, looked up): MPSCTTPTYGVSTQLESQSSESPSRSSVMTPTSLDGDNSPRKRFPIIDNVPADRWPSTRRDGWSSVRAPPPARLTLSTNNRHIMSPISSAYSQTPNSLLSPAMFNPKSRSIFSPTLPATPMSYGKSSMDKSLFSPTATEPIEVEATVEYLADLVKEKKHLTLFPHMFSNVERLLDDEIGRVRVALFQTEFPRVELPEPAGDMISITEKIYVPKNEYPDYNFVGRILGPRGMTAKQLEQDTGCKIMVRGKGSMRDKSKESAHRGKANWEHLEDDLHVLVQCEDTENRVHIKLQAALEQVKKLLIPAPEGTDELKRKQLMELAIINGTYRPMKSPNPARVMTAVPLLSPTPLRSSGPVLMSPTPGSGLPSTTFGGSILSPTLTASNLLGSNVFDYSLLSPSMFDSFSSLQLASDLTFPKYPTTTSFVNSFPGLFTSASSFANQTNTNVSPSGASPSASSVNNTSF
# VLA-4 inh – inhibition in human VLA-4 binding assay, primary screen, VLA-4 allosteric modulator project, MLPCN library, flow cytometry, VLA-4 expressing cells | inhibition, % (about 7 µM as worked out from the volumes in the protocol) | ligand binding flow cytometry | Integrin alpha-4 (Homo sapiens), P13612 | AID 2557, 2010 | 330,000 tested, 0.2% active; in the data active = inhibition above about 50%
# MEX-5 binding – MEX-5 zinc finger RNA-binding disruptors – biochemical, C. elegans, fluorescence polarization, MLPCN library, primary screen. activity score (negative = inhibition of binding), % at 10 µM. 300,000 tested, 0.38% active. MEX-5/FITC-TCR2 RNA binding; hits give low values;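 active = inhibition past about -25% in most replicates, and total fluorescence under double the plate's negative control median, limit read from the data; inconclusive = replicates evenly split on the limit, or fluorescence at least double controls; inactive = too little inhibition in most replicates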;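 also: 0% = DMSO and -100% = 5 µM competing unlabeled TCR2 RNA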
# Efflux pump inh – inhibitors of Candida efflux pumps in yeast, primary screen, S. cerevisiae, Nile Red, multiplex | S. cerevisiae Candida pump triplex | inhibition, % at 10 µM | 330,000 tested, 0.44% active | AID 485275, 2010;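 active = plate passing quality check with inhibition over a set limit, or well fluorescence over plate mean plus 4 SD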;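 also: Nile Red retained in pooled yeast measured as flow cytometry median fluorescence; 0% = buffer negative control and 100% = Enniatin B positive control; higher means more Nile Red kept so more efflux inhibition; some compounds called inactive have numbers as strong as hits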
# PME-1 inh – PME-1 inhibitors via competitive probe labeling, primary screen, biochemical, fluorescence polarization, FP-Rh probe, HTS. inhibition, % at 5.9 µM. Protein phosphatase methylesterase 1 (Homo sapiens), Q9Y570. recombinant PME-1. 320,000 tested, 0.53% active. AID 2130, 2009;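 active = inhibition above the campaign mean of all compounds plus 3 SD, cut at about 26% in these data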;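 also: competitive labeling of PME-1 active site by serine hydrolase directed probe; 0% = PME-1 with DMSO and 100% = wells lacking PME-1 enzyme; inhibitors block probe labeling so polarization falls and inhibition rises; many of its hits are not listed in these tables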
# Fam108B inh – mouse Fam108B serine hydrolase inhibitors, primary screen, counter-screen for RBBP9 inhibitor project, biochemical, fluorescence polarization; recombinant Fam108B, FP-Rh probe fluorescence polarization; inhibition, % at 9.51 µM; 300,000 tested, 0.33% active; AID 1947, 2009;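 active = inhibition above the screen mean inhibition plus 3 SD, computed separately per campaign, cut at about 18% in these data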;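 also: inhibitors lower polarization as less probe binds the enzyme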
# GRK2 inh – compounds blocking aptamer binding on GRK2 – biochemical, human GRK2, bead flow cytometry, HTS, primary screen; 330,000 tested, 0.59% active; FAM-aptamer displacement from GRK2; inhibition of aptamer binding, % at 10 µM; AID 488847, 2010; Beta-adrenergic receptor kinase 1 (Homo sapiens), P25098;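 active = inhibition of aptamer binding above 40%, roughly 3 SD of noise, on plates passing a quality check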;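 also: median bead fluorescence of bound FAM aptamer so fluorescent compounds give negative values; no value below 0 was filed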
# Starred values were filed as active, the others as inactive; ? = inconclusive; / = not tested or not shown; & = joins results of further samples. Some of the compounds tested. The share of hits here may be higher or lower than overall.
structure,BCLXL inh,MCL1-BIM inh,GLD-1 TGE inh,VLA-4 inh,MEX-5 binding,Efflux pump inh,PME-1 inh,Fam108B inh,GRK2 inh
Cc1nc(CS(=O)(=O)c2ccccn2)sc1C(=O)NNC(=O)c1c(F)cccc1Cl,6,12,1,0,0.0,-0.1,-4,1,0
CCc1cc(C(=O)OC)c(NC(=O)CCC(=O)O)s1,2,4,2,-10,-1.3,0.0,-5,2,3
COCCSc1nnc(NC(=O)C2CC(=O)N(CCc3ccc(F)cc3)C2)s1 (stereo not given),3,7,9,12,-1.0,0.0,1,-1,0
COc1cc(Cl)c(C)cc1NC(=O)CN1C(=O)C2CCCCC2C1=O (stereo not given),-2,-10,-4,-15,/,0.0,6,/,3
COC(=O)c1ccccc1NC(=O)CC(=O)Nc1ccccc1C(=O)OC,3,12,5,4,-0.2,0.1,-5,0,0
O=C(Nc1nc2c(Br)cc(Br)cc2c(=O)s1)c1ccco1,10,10,0,0,-0.9,0.1,0,-2,1
CC(C)(C)/C(O)=C/c1nc2cc(Cl)ccc2oc1=O,8,17,5,5,-2.3,0.2,-3,-1,1
COc1ccc(NC(=O)Nc2ccc(F)cc2F)c(C)c1,3,3,2,7,-0.1,-0.1,4,2,2
O=C(CNC(=O)c1cc(Cl)nc2ccccc12)Nc1ccccc1Br,-1,1,0,11,/,0.0,-7,/,1
C[C@H](CO)N1C[C@H](C)[C@@H](CN(C)S(=O)(=O)c2ccc(F)cc2)Oc2c(NC(=O)Nc3ccc(C(F)(F)F)cc3)cccc2C1=O,/,/,3,-2,/,0.4,/,/,1
CC(NC(=O)c1ccco1)c1ccc2c(c1)OCCO2 (stereo not given),0,5,-1,20,0.2,-0.1,1,2,0
O=C(NNC(=O)c1ccc(Cl)nc1)c1ccc(Br)cc1,/,/,-3,13,/,-0.1,/,/,0
Cc1ccc(OCC(=O)N(Cc2nnc(-c3ccccc3Cl)o2)C2CC2)cc1C,3,6,-2,-19,/,0.3,9,/,0
O=C(NCc1ccc(S(=O)(=O)Nc2ccccc2Cl)s1)c1ccccc1,4,9,0,-7,0.9,-0.1,-5,-3,2
O=C(NC1CCN(Cc2ccccc2)CC1)c1c(F)cccc1F,8,13,5,-5,1.2,0.0,1,3,0
O=C1c2ccccc2/C(=C\c2ccc(Br)s2)N1c1ccccc1,/,/,2,-23,/,-0.5,/,/,0
CN1CCC2(CC1)C1CN(C)CC=C1C(C#N)=C(N)C2(C#N)C#N (stereo not given),120*,140*,20&23,3&1,?,0.1&0.2,8&-8,1&1,1&0
CCCC[C@@H]1CN=C(N)N1CCc1cc(C(F)(F)F)cc(C(F)(F)F)c1,9,11,1,8,-3.0,0.4,-6,-5,0
COc1ccc(NC(=O)c2cc(-c3cc(OC)c(OC)c(OC)c3)nc3ccccc23)cc1OC,2,4,6,-6,0.6,0.5,-10,-6,0
CCOC(=O)c1cnn(-c2ccccc2)c1NC(=O)c1cccs1,1,-2,2,7,2.8,-0.2,4,0,3
COC(=O)c1c(N2C(=O)CCC2=O)sc2c1CCCC2,3,-1,7,0,-0.5,0.0,-4,-2,0
CCCCNc1cc(C)nc(N2CCOCC2)n1,7,-10,10,15,-1.3,0.0,-4,-3,2
C[C@H](NC(=O)NCc1cccs1)C(=O)O,-1,1,8,8,-1.5,-0.1,-7,5,0
Fc1ccc(CNCc2ccc(Br)cc2)cc1,6,10,4,-7,1.0,-0.2,-2,2,2
COc1ccc(C(=O)C2CCN(CC(=O)Nc3cc(C)cc(C)c3)CC2)cc1,4,13,2,7,0.7,0.2,3,3,0
N#Cc1ccccc1NCC(=O)N1CCN(S(=O)(=O)c2ccccc2)CC1,-1,-6,5,-10,/,-0.2,5,/,0
CC/C(C)=N/NC(=S)NCc1ccco1,4,9,3,3,-2.9,-0.1,-3,5,0
O=C(CSc1nnc2c3ccccc3c3ccccc3c2n1)Nc1ccccc1F,19,12,6,-16,-3.1,0.2,-8,1,0
C/C(O)=C(\C#N)c1nc2ccccc2[nH]1,0,2,1,-8,1.5,0.0,2,3,1
COc1ccc(N(C)S(=O)(=O)c2cccc(C(=O)NCc3ccc4c(c3)OCO4)c2)cc1,2,-5,1,-8,0.0,0.0,4,1,0
COC(=O)C1=C(C)N(Cc2ccco2)C(=O)N[C@H]1c1cccc(C(F)(F)F)c1,-3,-2,7,10,/,-0.1,3,3,4
O=C(O)c1ccc(NC(CSCc2ccc(F)cc2)C(=O)O)c([N+](=O)[O-])c1 (stereo not given),-10,-19,5,1,-1.0,0.2,-11,-4,5
C#CCOCCOCCOCCNc1nc(N2CCN(C(=O)[C@H]([C@@H](C)CC)n3cc(CCCN=C(N)N)nn3)CC2)nc(N2CCN(C(=O)[C@H](CCCCN)n3cc(CCC(=O)O)nn3)CC2)n1,4,4,5,-5,-2.4,0.0,7,1,0
CC(=O)N1CCN(c2ccccc2NC(=S)NC(=O)c2cc3ccccc3o2)CC1,5,5,3,24,-0.6,0.2,2,-4,2
CCOC(=O)CNC(=O)c1sc2nc(C)cc(C)c2c1N,-2,-2,1,-2,1.3,0.0,-5,6,4
CCCCN(C)C(=O)C1CCN(c2ccc(S(=O)(=O)N3CCOCC3)cc2[N+](=O)[O-])CC1,-3,-1,3,20,0.2,-0.2,4,0,0
CN1CCN(c2ccccc2NC(=O)c2ccc(N3CCOCC3)c([N+](=O)[O-])c2)CC1,6,4,-1,10,-0.3,0.2,5,-4,0
O=C(Oc1coc(CSc2ncccn2)cc1=O)c1cccs1,1,1,-1,3,-3.1,-0.3,0,0,5
CC1CCCCN1C(=O)COC(=O)C1CCN(S(=O)(=O)c2c(Cl)cccc2Cl)CC1 (stereo not given),-7,-18,-3,8,-4.6,0.1,3,-6,0
Cc1cc2c3c(c1C)C1(C(=O)N3C(C)(C)CC2C)C(C#N)=C(N)OC2=C1C(=O)CC(C)(C)C2 (stereo not given),1,-7,1,6,2.1,-0.1,1,0,3
Cc1ccc(OC(=O)c2cccnc2)cc1,1,-5,7,-3,-1.2,-0.1,-4,-2,0
CCCCNC(=O)c1cccc(C(=O)NCCCC)c1,-2,4,3,17,-0.9,-0.1,-5,-3,1
CCOC(=O)Cc1c(C)nc2c(-c3ccc(Cl)cc3)c(C)[nH]n2c1=O,2,9,-4,11,0.6,0.1,2,1,0
COc1ccc([C@H]2C(C(=O)O)=C[C@@H](C(C)(C)C)N2S(=O)(=O)c2ccc(C)cc2)cc1OC,/,/,2,40,/,-0.3,/,/,6
CC(C)Oc1cccc(C(=O)NC(=S)Nc2cccc(NC(=O)c3ccccc3Cl)c2)c1,1,6,1,-4,1.1,0.3,-8,-4,2
CCOc1ccc(S(=O)(=O)N(CC)CC(=O)NCc2cccnc2)cc1,5,-6,-4,1,0.6,0.6,6,-4,0
Cc1ccc(C(=O)Nc2cccc(C(F)(F)F)c2)cc1NC(=O)c1nccn1C,-2,-6,-3,-4,2.3,0.4,4,-2,2
CCOC(=O)CSc1nnc(NC(=O)C2CC(=O)N(c3ccc(F)cc3)C2)s1 (stereo not given),7,8,7,-12,0.8,-0.4,3,0,1
Cc1cccc(C)c1NC(=O)CN(C)C(=O)c1cccc(S(=O)(=O)N2CCN(c3ccccc3)CC2)c1,6,10,2,0,-3.1,-0.1,6,-4,1
Cc1cc2[nH]c(=O)c(=O)[nH]c2cc1S(=O)(=O)Nc1cccc(Cl)c1,9,9,1,21,0.9,0.2,4,2,9
COc1ccc(-n2nc(C(=O)NCC(=O)NCc3cccc(F)c3)c3ccccc3c2=O)cc1Cl,-1,3,7,-10,1.3,-0.3,-64,-22,0
COc1ccc(N(CC(=O)NCc2ccco2)S(=O)(=O)c2ccccc2)cc1,2,3,10,-4,-2.5,-0.2,-1,0,3
CCCn1c(SCC(=O)Nc2cccc(C)n2)nc2c1c(=O)n(C)c(=O)n2C,9,-3,13,-1,0.5,-0.1,-4,1,1
CCOc1ccc(NC(=O)CN(C2CCCCC2)S(C)(=O)=O)cc1,3,-5,6,7,1.8,-0.1,-4,0,0
CN1CCN(S(=O)(=O)c2cccc(C(=O)N(Cc3nnc(-c4ccc(Cl)cc4)o3)C3CC3)c2)CC1,4,-3,2,0,-1.4,0.0,5,-4,0
Cn1nc(-c2ccccc2)c(-c2nc(-c3ccccc3Cl)no2)c1Cl,-1,-10,6,-2,0.6,0.0,-7,-11,2
CCCn1nnnc1NC(=O)COc1ccc(Br)cc1,5,3,1,22,1.0,0.2,1,-1,0
Cc1ccccc1Cn1cc(S(=O)(=O)CC(=O)N2CCCCC2)c2ccccc21,-5,1,4,5,0.3,-0.1,1,-4,3
Cc1cccn2c(=O)c3cc(C(=O)NC4CCCC4)n(C)c3nc12,3,2,8,10,-1.2,-0.2,1,0,2
O=C(COC(=O)c1cnccn1)NCc1ccccc1,4,-1,2,6,-0.4,-0.3,-3,0,0

# (continued)
structure,BCLXL inh,MCL1-BIM inh,GLD-1 TGE inh,VLA-4 inh,MEX-5 binding,Efflux pump inh,PME-1 inh,Fam108B inh,GRK2 inh
COc1ccc(-c2nn(-c3ccccc3)cc2C(=O)N/N=C/c2ccc([N+](=O)[O-])o2)cc1,5,3,2,-4,1.0,0.0,5,-1,0
O=C(c1cccc(S(=O)(=O)N2CCOCC2)c1)N(Cc1nnc(-c2ccccc2Cl)o1)C1CC1,-7,-10,3,9,-1.7,-0.1,-1,1,0
CC(C)CC1NC(=S)N(Cc2ccccc2)C1=O (stereo not given),2,5,3,7,-3.0,0.0,3,-1,0
Cc1cccc(N2CCN(Cc3nc(-c4cccc(Cl)c4)oc3C)CC2)n1,3,9,-43,9,2.5,0.0,0,1,0
CCN1CCN(C(=S)NC(=O)c2cccc(Br)c2)CC1,/,/,-5,7,/,0.2,/,/,0
CC1(C)CC(=O)CC(=Nc2ccc(C(=O)O)cc2)C1,6,3,-5,-16,1.1,-0.1,-10,3,2
CCCc1cc(=O)[nH]c(SC(C)C(=O)N2c3ccccc3CC2C)n1 (stereo not given),-2,-5,3,-4,/,0.3,-2,/,1
CCOC(=O)N1CCN(C(=O)c2cn(CC)c3ccc(S(=O)(=O)N4CCCC4)cc3c2=O)CC1,1,4,4,-5,0.4,-0.1,1,0,2
CC12CCC(C(=O)NCc3ccc(Cl)cc3)(OC1=O)C2(C)C (stereo not given),-5,-8,5,7,2.2,0.7,1,-2,0
Cc1ccc2oc(=O)c3cnn(CC(=O)N4CCCCCC4)c3c2c1,-1,-2,-2,-8,-1.2,0.1,-4,0,6
CCOc1ccc(C(C)=O)cc1COC(=O)c1ccc2c(c1)NC(=O)CS2,-2,-6,0,-6,/,0.5,-16,/,0

# High-throughput results from PubChem BioAssay.
